PP5 inh: inhibitors of human protein phosphatase 5 (PP5). inhibition, % at 6.7 µM. hit rate 0.18% among 320,000. P53041. purified PP5c, OMFP substrate fluorescence;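 active = inhibition above the campaign's mean inhibition across all tested compounds plus 3 SD, cut at about 9.5% in these data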;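 note: 0% = DMSO only and 100% = 100 µM cantharidin control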
Target sequence (P53041 whole entry, looked up): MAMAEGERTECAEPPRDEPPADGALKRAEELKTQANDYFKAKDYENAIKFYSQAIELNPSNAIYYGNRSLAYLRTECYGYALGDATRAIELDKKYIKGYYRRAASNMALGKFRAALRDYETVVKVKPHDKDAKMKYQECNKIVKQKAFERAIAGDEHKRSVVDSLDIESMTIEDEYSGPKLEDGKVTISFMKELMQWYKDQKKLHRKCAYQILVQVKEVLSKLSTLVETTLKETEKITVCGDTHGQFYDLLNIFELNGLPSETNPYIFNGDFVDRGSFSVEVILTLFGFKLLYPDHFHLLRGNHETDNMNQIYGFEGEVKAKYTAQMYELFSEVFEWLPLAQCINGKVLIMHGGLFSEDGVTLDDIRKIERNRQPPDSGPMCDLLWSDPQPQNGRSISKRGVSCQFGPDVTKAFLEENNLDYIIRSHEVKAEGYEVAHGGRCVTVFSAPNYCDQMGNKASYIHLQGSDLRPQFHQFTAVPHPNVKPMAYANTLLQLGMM
PP1 inh: counter-screen for PP5 inhibitors: inhibitors of human PP1-alpha; P62136; purified PP1alpha, OMFP fluorescence; inhibition, % at 6.7 µM; hit rate 0.9% among 320,000;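 active = inhibition above the mean inhibition of all tested compounds plus 3 SD, computed separately for each screening campaign, cut at about 15% in these data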
Target sequence (P62136 whole entry, looked up): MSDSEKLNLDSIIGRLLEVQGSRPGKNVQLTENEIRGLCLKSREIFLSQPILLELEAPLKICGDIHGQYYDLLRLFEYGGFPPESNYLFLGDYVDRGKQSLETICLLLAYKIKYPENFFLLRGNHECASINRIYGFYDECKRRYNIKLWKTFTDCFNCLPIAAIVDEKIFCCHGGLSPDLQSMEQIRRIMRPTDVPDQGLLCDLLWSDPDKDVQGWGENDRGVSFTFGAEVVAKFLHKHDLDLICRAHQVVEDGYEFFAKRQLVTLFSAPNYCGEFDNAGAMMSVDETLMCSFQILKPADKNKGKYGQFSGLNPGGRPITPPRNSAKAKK
LYPLA2 counter: counter-screen for PME1 inhibitors: inhibitors of human LYPLA2. O95372. recombinant LYPLA2, FP-Rh probe fluorescence polarization. inhibition, % at 5.9 µM. hit rate 0.38% among 320,000. AID 2177;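 active = inhibition above the screen-wide mean plus 3 SD, limit set per campaign, cut at about 26% in these data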;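 note: 0% = LYPLA2 with DMSO and 100% = wells lacking LYPLA2 enzyme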
Target sequence (O95372 whole entry, looked up): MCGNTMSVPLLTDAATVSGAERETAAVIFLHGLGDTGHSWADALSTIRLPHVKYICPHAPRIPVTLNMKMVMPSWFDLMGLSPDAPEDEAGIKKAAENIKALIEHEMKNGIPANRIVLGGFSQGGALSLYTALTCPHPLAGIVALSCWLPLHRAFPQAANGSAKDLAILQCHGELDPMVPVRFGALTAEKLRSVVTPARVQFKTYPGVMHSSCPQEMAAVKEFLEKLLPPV
CTSL1 counter: cathepsin L1 inhibition, PFM18AAP counter-screen; recombinant F. hepatica cathepsin L1, Z-Leu-Arg-MCA fluorescence; inhibition, % at 5.96 µM; hit rate 0.49% among 300,000; AID 1906;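 active = inhibition above the mean of all tested compounds plus 3 SD, set per screening campaign, cut at about 17% in these data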;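 note: 0% = plate median of test compound wells and 100% = 1 µM Z-Phe-Ala-diazomethylketone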
JMJD2C inh: human JMJD2C demethylase inhibition; Q9H3R0; GST-JMJD2C(1-420) H3K9me3 demethylation, DELFIA europium; inhibition, % at 2.35 µM; hit rate 0.069% among 330,000; AID 2099;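 active = more than half of a compound's replicate wells show inhibition beyond 50%, single wells judged on their own value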;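 note: signal counts dimethyl H3K9 product captured on neutravidin plate; 0% = median of DMSO wells and 100% = 0.3 times that DMSO median; strong numbers were not always called active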
core dimer inh: HCV core protein dimerization inhibition | inhibition, % at 5 µM | TR-FRET GST/Flag-core106 dimerization, 1536-well | hit rate 0.33% among 300,000;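 active = inhibition above the mean of all tested compounds plus 3 SD, set per screening campaign, cut at about 45% in these data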
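Material: GST/Flag-tagged HCV core106 proteins. Incubation: 4 h, 22.5 °C incubation. Read-out basis: inhibition (%) from 671 over 617 nm ratio. Measured by: TR-FRET, excitation 340 nm, emission 617 and 671 nm.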
PREPL inh: inhibits the human prolyl oligopeptidase-like enzyme | Q4J6C6 | recombinant PREPL, fluorescence polarization activity-based probe | inhibition, % at 5.96 µM | hit rate 0.68% among 320,000 | AID 2751; in the data active = inhibition above about 43%;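 note: 0% = enzyme with DMSO and 100% = wells lacking enzyme; many of its hits are not listed in these tables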
TPT1 inhibitor: inhibitors of Candida albicans tRNA 2'-phosphotransferase TPT1 | hit rate 0.81% among 300,000 | recombinant caTPT1, FP RNA substrate dephosphorylation | AID 1962 | inhibition, % at 5 µM;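 active = inhibition above the mean of all tested compounds plus 3 SD, set per screening campaign, cut at about 24% in these data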;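 note: plate controls were DMSO alone for no effect and ferristatin control at 100 nM for full effect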
Efflux pump mplx: inhibitors of Candida antifungal efflux pumps expressed in yeast | S. cerevisiae Candida pump triplex, Nile Red efflux | inhibition, % at 10 µM | hit rate 0.44% among 330,000 | AID 485275;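 active = plate passing quality check with inhibition over a set limit, or well fluorescence over plate mean plus 4 SD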;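 note: Nile Red retained in pooled yeast measured as flow cytometry median fluorescence; 0% = buffer negative control and 100% = Enniatin B positive control; higher means more Nile Red kept so more efflux inhibition; some compounds called inactive have numbers as strong as hits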
An asterisk follows results filed as active; · = no result given.

SMILES	PP5 inh	PP1 inh	LYPLA2 counter	CTSL1 counter	JMJD2C inh	core dimer inh	PREPL inh	TPT1 inhibitor	Efflux pump mplx
COc1ccc(CCNS(=O)(=O)c2ccc3c(c2)NC(=O)CCS3)cc1OC	1.9	-2	9	0	71	-6	20	-3	0.4
COc1ccc(/C(N)=N/OC(=O)c2ccco2)cc1OC	0.8	-4	5	0	-2	3	14	-1	0.1
CCOC(=O)C1(Cc2cccc(Cl)c2)CCCN(C(=O)c2cc(C)n(C)n2)C1 (stereo not given)	1.8	-2	-1	-2	3	7	-3	-1	-0.1
COc1cc(NC(=O)c2ccco2)c(OC)cc1NC(=O)CCC(=O)Nc1cccc(C)c1C	0.4	-5	-1	0	·	-1	7	-2	-0.2
O=C(O)c1cccc(NC(=S)NC(NC(=O)c2ccccc2[N+](=O)[O-])C(Cl)(Cl)Cl)c1 (stereo not given)	1.8	-3	3	-1	0	-3	-1	-4	-0.1
CCCc1cc(N2CCCC(C(=O)NCC)C2)n2ncnc2n1 (stereo not given)	-2.6	-5	-4	0	2	-2	0	-1	0.0
CCC(C)[C@H]1CNCCN1CCCc1cc(OC)c(OC)c(OC)c1 (stereo not given in full)	1.1	-1	6	-1	-11	-20	4	1	-0.2
COc1ccc2nc(NC(=O)CSCC(=O)Nc3cc(C)on3)sc2c1	-1.6	-6	-1	1	2	2	-2	1	0.0
Cc1cc(NS(=O)(=O)c2ccc(NS(=O)(=O)c3cc(C)c(Cl)cc3Cl)cc2)no1	-3.4	-2	-2	0	9	8	-4	-3	0.0
COc1ccc(Br)cc1/C=N/n1c(C)nnc1C	-7.4	-3	8	9	3	-3	4	0	-0.1
CCOC(=O)CCCCC(=O)c1[nH]c(=O)[nH]c1C[n+]1ccc(C)cc1	1.4	-1	3	-2	-4	3	1	-1	0.3
CC(C)N(C)C(=O)c1ccc(OC2CCN(CCc3ccccc3)CC2)cc1	-4.2	5	14	-2	-9	1	24	0	0.0
CC(C)c1[nH]c(=O)c(C#N)c2c1CSC(C)(C)C2	-1.6	-4	1	0	11	2	2	-1	-0.1
O=C(CN1C(=O)c2ccccc2C1=O)NCCOc1ccccc1	0.7	-10	4	-2	1	3	-10	-3	0.1
CC1CC(C)CN(CCOc2cccc3ccccc23)C1 (stereo not given)	1.2	2	-4	1	11	2	30	-1	0.1
CC1CCCCC1N=C1NC(C)(C)CS1 (stereo not given)	-1.7	-8	-4	2	9	2	7	1	0.1
CC(C)n1c(N2CCN(C(=O)Nc3ccc(F)cc3F)CC2)nc2ccccc21	-3.8	5	0	-5	-10	-1	6	0	0.3
N#Cc1nc(COc2ccccc2)oc1N1CCCC1	2.5	2	3	-2	-1	0	2	-1	0.0
O=C(Nc1ccc(CN2CCOCC2)cc1)c1ccccc1F	1.5	-6	6	3	46	-6	-3	-1	0.0
COc1cc(/C=N/NC(=S)NCCN2CCOCC2)cc(OC)c1OC	-0.6	4	7	7	0	2	13	-3	0.1
COc1cccc(N(CC(=O)NC(C)c2ccccc2)S(C)(=O)=O)c1 (stereo not given)	-3.7	-3	-6	0	2	2	-7	0	0.0
COc1cc(C(=S)N2CCOCC2)ccc1OC(=O)c1ccccc1	0.7	0	3	-2	5	3	26	0	0.0
c1ccc(CSc2ccc(-c3cccnc3)nn2)nc1	1.0	-1	-2	1	1	2	9	0	-0.1
CCOc1cc(C2NC(=O)NC(C)=C2C(=O)OC(C)CC)cc(Br)c1O (stereo not given)	5.4	1	7	4	6	1	0	-4	-0.3
Cc1cc(C)cc(C(=O)N2CCN=C2SCc2ccc([N+](=O)[O-])cc2)c1	1.4	0	-6	-3	-3	-10	2	3	0.6
Next part
SMILES	PP5 inh	PP1 inh	LYPLA2 counter	CTSL1 counter	JMJD2C inh	core dimer inh	PREPL inh	TPT1 inhibitor	Efflux pump mplx
CCCOC(=O)C1=C(C)NC2=C(C(=O)C(C(=O)OC)C(C)C2)C1c1ccc(N(C)C)cc1 (stereo not given)	6.0	1	0	0	1	6	13	2	0.8
CCc1ccc(Nc2n[n+](-c3ccccc3)c(-c3ccc(OC)c(Br)c3)s2)cc1	3.9	20*	-8	-2	-6	-56	2	1	0.3
CCOC(=O)c1c(NC(=O)C2C3C=CC(C3)C2C(=O)O)sc2c1CC(C)(C)OC2 (stereo not given)	1.6	-3	3	1	2	-1	12	0	-0.2
CC(=O)NC1C(=O)SC1(C)C (stereo not given)	1.6	0	5	-6	-5	-4	-1	-1	0.1
O=C(C[n+]1ccc(C(=O)c2ccccc2)cc1)Nc1ccc(C(F)(F)F)cc1	0.2	0	3	-7	0	-8	17	-4	-0.1
CC(=O)c1cccc(NC(=S)NC(=O)Cc2ccccc2)c1	-1.0	2	-1	-2	-1	-2	-50	-5	0.1
COc1ccc(CCNC(=O)C(=O)NCCOc2ccccc2)cc1OC	-1.6	-1	-2	-2	4	2	0	1	0.0
Cc1ccc(C2C(C#N)=C(N)Oc3c2sc2ccccc32)o1 (stereo not given)	1.7	5	-1	3	0	80*	35	65*	0.1
CCc1ccc(C(C)NC(=O)/C(C#N)=C\c2cn[nH]c2-c2ccccc2)cc1 (stereo not given)	3.9	7	-17	4	-2	5	-9	2	-0.1
O=C(CN(C(=O)C1COc2ccccc2O1)c1ccccc1)NCC1CCCO1 (stereo not given)	1.1	5	-2	0	-5	-3	2	3	-0.1
Cn1ncnc1SCc1cn2cccnc2n1	-0.1	1	1	-3	7	2	-2	-1	0.0
CC(C)CCN(CC(=O)NC(C)(C)C)C(=O)C(=O)Nc1ccc2c(c1)OCCO2	1.9	-1	-3	1	20	1	2	-1	0.0
O=C(CN1CCNCC1)Nc1ccccc1Cl	1.0	-6	7	1	-4	-1	-4	0	0.0
Cc1ccc(C(C(=O)NC(C)(C)C)N(C(=O)c2csnn2)C2CC2)cc1 (stereo not given)	0.5	1	2	-1	3	-6	13	0	-0.1
O=c1[nH]c2cc(Cl)c([N+](=O)[O-])nc2[nH]1	-1.8	-3	0	2	9	-2	-1	-2	0.5
OCc1ccccc1OCCCOc1cccc2cccnc12	-0.4	-4	5	-4	8	3	2	0	-0.1
COc1ccccc1NC(=O)COC(=O)c1ccc(S(=O)(=O)NCc2ccco2)cc1	0.4	-3	0	-8	-1	23	-11	-6	-0.2
O=C(C[n+]1cc2ccccc2c2ccccc21)c1ccccc1	-8.8	-7	-4	13	2	1	15	-2	0.2
CC(=O)OCC12COC3c4ccccc4OC(C)(CC1C)C3C2C (stereo not given)	1.2	-2	6	2	6	3	-13	1	-0.1
Cc1ccc(-c2nnc(-c3ccccc3)o2)cc1Br	1.5	0	-6	1	2	4	3	-2	0.0
Cc1ccc(/C=N/NC(=S)NCCc2ccccc2)s1	1.0	-4	0	0	4	4	5	0	0.1
CCN(CC)C(=O)CSC1=Nc2ccccc2C2=NC(c3ccccc3)C(=O)N12 (stereo not given)	1.5	11	-2	-3	5	-3	7	0	0.2
O=C(CCn1nnc2ccccc21)Nc1nnc(Cc2ccc(F)cc2)s1	-1.9	0	0	3	0	-3	-9	1	-0.1
OCCCc1cn(Cc2ccccc2)c2ccccc12	1.2	0	2	-3	-6	4	4	4	0.1
CC(NC(=O)C(C)N1C(=O)c2cccc([N+](=O)[O-])c2C1=O)c1ccccc1 (stereo not given)	-2.4	-3	-2	-1	1	9	-4	1	0.0

Laid out differently: 4 of the compounds above.
smiles | PP5 inh | PP1 inh | LYPLA2 counter | CTSL1 counter | JMJD2C inh | core dimer inh | PREPL inh | TPT1 inhibitor | Efflux pump mplx
O=C(C[n+]1ccc(C(=O)c2ccccc2)cc1)Nc1ccc(C(F)(F)F)cc1 | 0.2 | 0 | 3 | -7 | 0 | -8 | 17 | -4 | -0.1
CCOC(=O)c1c(NC(=O)C2C3C=CC(C3)C2C(=O)O)sc2c1CC(C)(C)OC2 (stereo not given) | 1.6 | -3 | 3 | 1 | 2 | -1 | 12 | 0 | -0.2
CC(NC(=O)C(C)N1C(=O)c2cccc([N+](=O)[O-])c2C1=O)c1ccccc1 (stereo not given) | -2.4 | -3 | -2 | -1 | 1 | 9 | -4 | 1 | 0.0
OCCCc1cn(Cc2ccccc2)c2ccccc12 | 1.2 | 0 | 2 | -3 | -6 | 4 | 4 | 4 | 0.1

The results go on:
SMILES	PP5 inh	PP1 inh	LYPLA2 counter	CTSL1 counter	JMJD2C inh	core dimer inh	PREPL inh	TPT1 inhibitor	Efflux pump mplx
COCc1c(C(=O)N/N=C\c2cccnc2)nnn1-c1nonc1N	-0.6	0	-1	0	-24	-9	7	-4	0.0
O=C(NCc1ccc2c(c1)OCO2)C(=O)NCC1OCCN1S(=O)(=O)c1ccc(Br)cc1 (stereo not given)	3.3	-3	2	-2	0	3	-1	-1	-4.0
O=C(O)CN(c1ccccc1)C1SC(=O)NC1=O (stereo not given)	-0.8	-2	1	0	0	-2	3	3	0.0
COc1ccc(-c2nn(-c3ccccc3)cc2/C=C2/SC(=S)N(CCCC(=O)O)C2=O)c(C)c1	4.1	23*	-1	3	-2	14	-6	2	0.1
CC1=C(C#N)C(c2cn(-c3ccccc3)nc2-c2cccs2)C(C#N)=C(C)N1	2.5	2	-14	4	14	2	6	-2	0.1
CC(Oc1ccc(Cl)cc1Cl)C(=O)Nc1ccc(N2CCN(C)CC2)cc1 (stereo not given)	3.0	-3	6	-2	12	-8	35	2	-0.1
Cc1ccc(-n2c(-c3ccccc3)c[nH]c2=S)cc1	1.1	3	2	6	34	-2	13	-3	0.1
Cc1cc(NC(=O)C2C3C(=O)N(CC4CCCO4)C(C(=O)NC(C)(C)C)C34C=CC2(C)O4)no1 (stereo not given)	0.0	0	3	0	8	-2	-4	-4	-0.1
O=C(c1cc2cc(F)ccc2[nH]1)N1CCN(C(=O)c2ccco2)CC1	-2.3	-7	4	0	0	4	32	-2	0.1
N#C/C(=C\c1c(N2CCN(c3ccccc3)CC2)nc2ccccn2c1=O)S(=O)(=O)c1ccccc1	2.1	-2	9	-7	-3	-6	7	-3	0.1
COc1ccc2oc(-c3ccc(NC(=O)c4ccc(N5CCOCC5)c([N+](=O)[O-])c4)cc3)nc2c1	1.0	-3	-15	2	1	-2	11	-3	0.9
CCn1cnc2sc(C(=O)Nc3ccc4c(c3)OCO4)c(C)c2c1=O	3.9	0	5	-2	31	-2	-5	-2	-0.1
Cc1cc(NC(=O)CSc2nc(CC(C)(C)C)nc3c2c(=O)n(C)c(=O)n3C)no1	2.4	-4	-6	2	-22	17	-7	2	0.3
CCCNC(=O)NC(=O)COC(=O)CNS(=O)(=O)/C=C/c1ccccc1	-1.1	-7	7	-15	-3	-2	10	0	-0.1
CCOC(=O)C1(Cc2ccccc2)NC(c2ccccc2F)C2C(=O)N(CC)C(=O)C21 (stereo not given)	-1.2	-3	1	-1	-28	6	-3	-4	0.0
CCOC(=O)c1ccc(NC(=O)Cn2c(=O)oc3ccccc32)cc1	-0.8	-1	2	1	-13	-7	5	-6	-0.1
NS(=O)(=O)c1ccc(NC(=O)c2cc(Cl)ccc2Cl)cc1	0.3	0	4	1	-10	-2	13	4	0.2
C#Cc1cccc(C(=O)N2CCCC(C(=O)c3ccc(OC)cc3C)C2)c1 (stereo not given)	2.6	-4	3	-2	-10	-3	23	-2	0.2
Cc1c(N2C(=O)C(=O)/C(=C(/O)c3ccc(Cl)cc3)C2c2ccccc2)c(=O)n(-c2ccccc2)n1C (stereo not given)	-5.7	8	-6	11	-1	-1	5	0	-0.1
Nc1nonc1-n1nnc(C(=O)N/N=C/c2cccc(F)c2)c1CN1CCCCCC1	-3.4	6	0	-4	-8	15	0	-2	0.4
CC(NC(=O)COC(=O)C1CCC1)c1ccccc1 (stereo not given)	1.8	1	0	-1	3	0	3	0	0.1

Source: PubChem (several laboratories)

This is a subset; the hit share may differ from the screen's.
